Bioassay records as filed in PubChem.
OXTR agonist: activates the human oxytocin receptor. P30559. CHO-OTR cells, Fluo-8 calcium fluorescence; normalized: DMSO 0%, oxytocin 100%. activation, % at 3 µM. hit rate 0.32% among 320,000;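 active means activation above the mean of all tested compounds plus 3 SD, cutoff set per screening run, cut at about 20% in these data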;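 further: peak over basal fluorescence ratio from a 100 s FLIPR kinetic read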
NALP1 inh: NALP1 inhibition; S. cerevisiae NALP1/ASC/caspase-1 growth, X-gal OD620, 72 h; inhibition, % at 10 µM; hit rate 0.61% among 280,000; in the data active means inhibition mostly above about 24%, no sharp cut-off; inactive means mostly below about 32%; further: some compounds called inactive have numbers as strong as hits
M18AAP inhibitor: PfM18AAP enzyme inhibition; recombinant PfM18AAP, H-Glu-NHMec fluorogenic cleavage; hit rate 1.2% among 290,000; inhibition, % at 7.35 µM; AID 1822;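 active means inhibition above the campaign mean inhibition over all tested compounds plus 3 SD, cut at about 28% in these data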;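 further: 0% = plate median of test compound wells and 100% = 2 mM ZnCl2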
DNA FID counter: counter-screen for HCV NS3 helicase inhibitors: DNA intercalator displacement | DNA fluorescent intercalator displacement, fluorescence | inhibition, % at 7.9 µM | hit rate 0.17% among 290,000; in the data active means inhibition above about 37%;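 further: 0% = vehicle and 100% = reference compound; higher means more ethidium bromide displaced from hairpin DNA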
MEKK2mut PB1 HTS: signal of MEK5 binding to mutant human MEKK2 PB1 domain; bead flow cytometry, Alexa488-MEK5 binding to MEKK2 mutant; percent response, % at 10 µM; AID 1530; hit rate 0.35% among 290,000; in the data active means percent response above about 24%, passing the limit was not always enough; further: inactives centre near 1; some results filed as inactive read as strong as hits; reference of the scale not given here
PHOSPHO1 block: inhibitors of human PHOSPHO1 phosphatase; Q8TCT1; recombinant PHOSPHO1, absorbance phosphatase assay; inhibition, % at 13.3 µM; hit rate 1.1% among 290,000; AID 1565; in the data active means inhibition above about 60%
Target sequence (Q8TCT1 whole entry, looked up): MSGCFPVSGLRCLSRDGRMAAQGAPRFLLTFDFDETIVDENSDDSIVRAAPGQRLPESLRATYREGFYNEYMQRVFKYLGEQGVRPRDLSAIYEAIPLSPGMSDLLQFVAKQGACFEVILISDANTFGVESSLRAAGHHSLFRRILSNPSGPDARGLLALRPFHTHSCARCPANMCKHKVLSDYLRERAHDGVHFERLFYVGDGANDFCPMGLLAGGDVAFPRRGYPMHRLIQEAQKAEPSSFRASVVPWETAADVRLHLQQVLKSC
GPR7 antagonist: blocks human GPR7 receptor signaling. hit rate 1.1% among 290,000. P48145. GPR7-expressing cells, fluorescence antagonist assay. inhibition, % at 4.4 µM; in the data active means inhibition above about 16%, passing the limit was not always enough;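 further: cells stimulated with the agonist NPW; 0% = agonist with vehicle and 100% = vehicle without agonist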
MEKK2wt PB1 HTS: raises or lowers MEK5 binding to wildtype human MEKK2 PB1 domain; Q9Y2U5; bead flow cytometry, Alexa488-MEK5 binding to MEKK2 WT; actives lie on both sides; binding response (% of control), % at 10 µM; hit rate 1.1% among 290,000; AID 1531; in the data active means binding response below about 67% or above about 130%
MEKK3 PB1 HTS: raises or lowers MEK5 binding to the human MEKK3 PB1 domain; binding response (% of control), % at 10 µM; hit rate 1.4% among 290,000; bead-based flow cytometry, Alexa488-MEK5 binding to MEKK3; actives lie on both sides; 0 = blocked by unlabeled MEK5, 100 = vehicle;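 active means binding response more than 3 SD above or below the average of its plate-row segment, actives on both sides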;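 further: Alexa488 bead fluorescence after subtracting the streptavidin-only scavenger bead signal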
Target sequence (Q99759 whole entry, looked up, the tested form may be a part): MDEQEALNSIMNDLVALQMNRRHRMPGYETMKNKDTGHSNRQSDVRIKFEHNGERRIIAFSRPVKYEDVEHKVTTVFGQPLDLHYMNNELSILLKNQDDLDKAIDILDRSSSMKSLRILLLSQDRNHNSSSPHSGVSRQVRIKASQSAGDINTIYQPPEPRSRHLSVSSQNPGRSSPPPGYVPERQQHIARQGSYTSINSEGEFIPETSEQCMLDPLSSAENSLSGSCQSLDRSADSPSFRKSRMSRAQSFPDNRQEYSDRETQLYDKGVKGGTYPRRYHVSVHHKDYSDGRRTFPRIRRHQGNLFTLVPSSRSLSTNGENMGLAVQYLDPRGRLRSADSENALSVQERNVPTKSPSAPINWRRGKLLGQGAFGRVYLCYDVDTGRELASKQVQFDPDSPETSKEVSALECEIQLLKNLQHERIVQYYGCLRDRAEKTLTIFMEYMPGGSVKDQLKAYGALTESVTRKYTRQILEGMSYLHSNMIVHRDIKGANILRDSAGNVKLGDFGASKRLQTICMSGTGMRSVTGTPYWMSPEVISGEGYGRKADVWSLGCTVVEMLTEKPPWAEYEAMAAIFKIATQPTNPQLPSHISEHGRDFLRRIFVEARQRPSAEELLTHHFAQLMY
* = called active by the depositor; . = no result given; [ ] = another dose, or the depositor's remark.

canonical_smiles	OXTR agonist	NALP1 inh	M18AAP inhibitor	DNA FID counter	MEKK2mut PB1 HTS	PHOSPHO1 block	GPR7 antagonist	MEKK2wt PB1 HTS	MEKK3 PB1 HTS
CN(Cc1c(F)cccc1Cl)C(=O)c1cc2ccccc2o1	-2.4	18	-12	-15	-2	27	-3	94	103
O=C(/C=C/c1cccs1)NC(=S)Nc1ccccc1	-1.5	5	0	-4	-7	-5	-13	88	95
CCCC(C)NC(=O)COC(=O)c1cc(Br)c(Br)s1 (stereo unspecified)	0.4	0	-1	-4	-4	1	-2	101	106
CC(=O)Nc1ccc(NC(=O)C2CCCN(S(=O)(=O)c3ccc(Cl)cc3)C2)cc1 (stereo unspecified)	-0.3	6	-2	-11	-2	15	12	102	100
CCOC(=O)NC(=S)Nc1c(C)n(C)n(-c2ccccc2)c1=O	-0.4	-14	6	-3	6	32	-12	103	105
CCOC(=O)c1ccc(N2C(=O)C(CC(N)=O)N(NC(=O)c3cccc(F)c3)C2=S)cc1 (stereo unspecified)	0.5	13	3	-21	13	-2	-4	110	105
COc1ccc(Nc2cc(C)c3c(O)cccc3n2)cc1	5.8	.	-5	14	-1	27	3	107	85
COc1ccc(CCNC(=O)CSc2ccc3nnc(CCNC(=O)c4ccccc4)n3n2)cc1OC	1.0	13	-1	-32	-2	56	-12	97	101
CC(O)CNC12CC3CC(CC(C3)C1)C2 (stereo unspecified)	0.9	2	4	-2	1	-40	-20	98	102
O=C(NCc1ccncc1)/C(=C\c1ccc(F)cc1)NC(=O)c1ccccc1	0.3	28	-2	-1	-2	5	9	94	93
CC(=O)NC(Cc1cccc(C)c1)C(=O)NC1CCN(C(=O)c2ccc([N+](=O)[O-])cc2)CC1 (stereo unspecified)	0.0	20	-1	-13	3	-2	-5	106	117
COc1cc(CN2CCN(CCCc3ccccc3)C(CCO)C2)cc(OC)c1O (stereo unspecified)	0.3	-13	10	-2	8	.	-13	114	104
CN(c1cccc(NC(=O)COc2ccc(Cl)cc2Cl)c1)S(C)(=O)=O	3.1	8	0	-9	1	-10	-9	103	108
Cc1cccc(N(CC(=O)NCCSCc2ccccc2)S(C)(=O)=O)c1	0.5	1	6	-15	-8	13	3	92	92
CNNC(=S)NC1CC2CC1C1C=CCC21 (stereo unspecified)	-2.5	0	18	1	-16	34	2	88	80
COC(=O)CSc1nn(-c2ccc(F)cc2)c(=S)s1	-0.9	-1	-13	0	0	24	-6	104	106
Cc1nnc(NC(=O)c2ccc(-c3ccc([N+](=O)[O-])cc3)o2)s1	0.1	31	22	-9	-4	18	-13	88	97
Cc1cccc(NC(=O)CSc2cc(C)c(C#N)c3nc4ccccc4n23)c1	-0.2	.	-27	-1	1	38	-14	84	105
Cc1c(Br)c([N+](=O)[O-])nn1CC(=O)N1CCc2ccccc21	0.0	15	-9	1	-1	4	2	99	98
CCCc1c(O)nc(SCc2ccccc2)[nH]c1=O	2.6	33	12	-5	-1	-10	-9	101	102
CC1(C)CC2CC(C)(CN2S(=O)(=O)c2ccc(C(=O)Nc3cc(S(=O)(=O)N4CCOCC4)ccc3Cl)cc2)C1 (stereo unspecified)	1.5	32	-3	-21	-1	5	0	101	104
CCn1c(=O)c(C(=O)CN2CCOCC2)c(N)n(Cc2ccccc2)c1=O	3.3	19	13	-1	1	3	-7	99	101
CC(C)CNC(=O)c1ccccc1SCC(=O)NC12CC3CC(CC(C3)C1)C2	-2.1	12	1	-16	1	-21	0	96	101
COCCNC(=O)/C(C#N)=C/c1c(N2CCN(c3cccc(Cl)c3)CC2)nc2c(C)cccn2c1=O	-1.3	13	2	-23	7	-23	-5	100	105
CC(NC(=O)COC(=O)Cc1ccc(-c2ccccc2)cc1)c1ccccc1 (stereo unspecified)	-0.5	11	-10	-23	-4	-2	20	83	87
CCCCC1=CC2=C(c3ccco3)C(=O)C(C)(OC(=O)c3ccc(OC)cc3)C(=O)C2=CN1c1ccc(OC)cc1 (stereo unspecified)	-0.4	.	.	.	2	22	.	127	111
Cc1nc(SCC(=O)Nc2cc(C)on2)c2c(C)c(C)sc2n1	0.0	-20	1	1	-1	1	0	100	101
CCCn1nc(NC(=O)c2ccccn2)c2cc3cc(C)ccc3nc21	-2.0	46	16	-9	-2	17	-16	93	98
C=CCn1c(=N)c(C#N)cc2c(=O)n3ccccc3nc21	-0.5	-118	0	5	5	0	-12	104	97
Cc1cccc(OCC(=O)Nc2ccc(N3CCN(C(=O)c4ccco4)CC3)cc2)c1C	6.2	-3	-1	-24	0	46	-8	95	107
Cc1cccc2cc(CNCc3ccccc3)c(Cl)nc12	-2.3	10	2	2	-8	-1	-8	96	105
CCS(=O)(=O)c1ccc2oc(SCC(=O)c3ccco3)nc2c1	1.7	8	-2	-5	8	26	-9	103	102
COC(=O)c1c(Sc2ccccc2)c2ccccc2n1C	-1.2	0	7	-12	-3	.	8	97	95
Cc1ccccc1C(=O)OCCN(C)Cc1ccccc1	-2.4	-8	-9	-2	-2	42	-3	103	102
NNC(=O)C(Cc1ccccc1)NC(=O)OCc1ccccc1 (stereo unspecified)	0.6	1	-1	-8	-4	2	-11	93	101
Cc1nc2ccc(-c3nc4ccc(N)cc4[nH]3)cc2[nH]1	0.6	-14	11	21	.	37	-6	.	25*[inhibitor]
COc1ccc(S(=O)(=O)n2ccc(-c3ccc4c(c3)CCC(C)(C)O4)n2)cc1	-0.4	5	5	-2	3	-15	-13	105	101
Cc1ccc(SC2=C(Sc3ccc(C)cc3)C(=O)c3ccccc3C2=O)cc1	-0.2	17	9	6	-11	25	-18	77	85
COc1cccc(NC(=O)Nc2nnc(N3C(C)CCCC3C)s2)c1 (stereo unspecified)	0.6	10	9	-2	2	-29	17	95	101
Cc1c(NC(=O)Nc2ccc(C(C)C)cc2)c(=O)n(-c2ccccc2)n1C	1.2	-1	-4	-29	5	23	-1	103	100
Cc1ccc(C(=O)Nc2cccc(C(F)(F)F)c2)cc1NC(=O)c1ccno1	3.2	.	.	.	2	35	.	94	97
COCCN(CCOC)S(=O)(=O)c1ccc(C(=O)NCCCN2CCOCC2)cc1	0.5	2	1	1	3	18	2	104	101
CN1CCN(CCCNC(=O)Nc2cccc3ccccc23)CC1	0.3	19	0	4	.	18	1	.	.
CCOC(=O)Cc1nnc(NC(=O)CSc2nc3ccccc3[nH]2)s1	-0.1	.	1	-17	3	4	-6	112	115
O=C(N1CCCC1)C12CC3CC(CC(Cl)(C3)C1)C2	-0.7	20	2	-9	5	9	1	108	103
CC(C)CC1CCCCC1OC(=O)C[N+]1(C)CCCCC1 (stereo unspecified)	0.1	1	-13	15	-7	-100	-3	94	94
COc1ccc(-n2c(SCC(=O)Nc3nccs3)nc3c(c2=O)SC(C)C3)cc1 (stereo unspecified)	0.3	29	2	0	10	2	0	108	107
Cc1cccc(NC(=O)NNC(=O)CCc2ccccc2)c1	0.0	8	-2	-11	1	26	-15	103	102
Nc1nc(NCCc2ccccc2)nc(NCCO)c1[N+](=O)[O-]	-1.2	7	-1	-6	3	5	-15	104	99
Cc1ccc(C2Nc3cccc4cccc(c34)N2)s1	0.0	31	-2	-2	12	3	-10	102	99
COc1cccc(/C=N/Nc2c(Cl)cncc2Cl)c1O	-1.6	17	-3	-15	4	.	-3	107	105
Cc1ccc(CNC(=O)C2CCCN(C(=O)N(C)C)C2)cc1 (stereo unspecified)	0.3	-5	-2	-3	-5	-2	4	95	86
CN(C)CCN(C(=O)c1ccc(Br)s1)c1nc2cc3c(cc2s1)OCCO3	0.6	-2	3	4	5	39	-21	119	102
COc1ccc(-c2nc(C#N)c(NC(C)C)o2)cc1	-1.9	-5	-6	-8	-1	2	-11	100	100
O=C1c2ccccc2C(=O)N1CCCCSc1nc2ccccc2c(=O)n1CCCN1CCOCC1	-1.5	16	-5	10	6	12	-2	135	143*
CSCC[C@H](NC(=O)CCCn1nnc2ccccc2c1=O)C(=O)O	1.6	9	-11	-7	26	6	-9	129	137*
COc1cc(NS(=O)(=O)c2ccc(NC(=S)NC(=O)c3sc4ccccc4c3Cl)cc2)nc(OC)n1	0.4	18	3	-3	8	8	-13	100	100
COC(=O)c1ccccc1NC(=O)c1ccc(NC(=O)C2CCCO2)cc1 (stereo unspecified)	1.0	22	9	-34	0	41	20	104	104
CC(=O)Nc1ccc(NC(=O)C2CC(=O)N=C(N)S2)cc1 (stereo unspecified)	0.3	11	-7	-2	.	-18	0	.	.
COc1cccc2cc(C(=O)N(Cc3cccs3)CC3CCCO3)c(=O)oc12 (stereo unspecified)	0.8	6	-6	-23	0	-15	-7	98	101

Further structures:
canonical_smiles	OXTR agonist	NALP1 inh	M18AAP inhibitor	DNA FID counter	MEKK2mut PB1 HTS	PHOSPHO1 block	GPR7 antagonist	MEKK2wt PB1 HTS	MEKK3 PB1 HTS
CCCC(=O)Nc1cc(C)c(NC(=O)C23CC4CC(CC(C4)C2)C3)cn1	0.3	3	-3	-21	3	-56	-6	105	105
CN(C)S(=O)(=O)c1cccc(CNCC2COc3ccccc3O2)c1 (stereo unspecified)	2.3	-1	8	4	5	10	10	115	104
CCOC(=O)c1sc(Nc2ccc(C)cc2C)nc1C	-1.9	-12	4	-13	4	8	-13	107	104
COC(=O)COc1ccc(NC(=O)C(c2ccccc2)c2ccccc2)cc1	1.4	8	5	-34	12	8	-15	106	104
O=C(/C=C/c1ccc(F)cc1)NC(=S)Nc1ccccc1C(=O)NC1CCCCC1	-1.4	4	-2	-8	.	24	-2	.	.
Cc1cccc(C)c1N=Cc1c(O)n(-c2nccs2)c(=O)c2ccccc12	-2.0	23	-1	-28	32	-14	-6	120	106
O=C(c1ccc(CNS(=O)(=O)c2ccccc2)cc1)N1CCN(c2ccccn2)CC1	4.2	-2	6	-32	-2	-8	6	98	97
Cc1ccc2[nH]c(C)c(CCNC(=O)c3cc4cc([N+](=O)[O-])ccc4oc3=O)c2c1	-1.6	16	3	-2	-1	0	-7	95	90
CC(Sc1nc2ccccc2c(=O)n1Cc1ccco1)C(=O)c1ccccc1 (stereo unspecified)	-0.6	-15	-4	4	-3	4	-3	95	100
C/C(=C\c1ccc(N)cc1)c1nc2ccccc2[nH]1	-0.6	10	-8	-6	4	34	-2	108	102
CCN(CC)C(=O)CN(C#N)c1nc(Cl)nc(N(C)C)n1	1.4	5	-3	7	-8	17	-6	95	105
CCn1c(C)nc2cc(C(=O)N/N=C(\C)c3ccccc3O)ccc21	0.4	-10	-4	-9	2	2	13	105	98
C[C@@H]1NC(=O)c2cc([N+](=O)[O-])cc(F)c2NCCC[C@@H](C(N)=O)NC(=O)[C@H](CC(N)=O)NC1=O	-0.6	24	2	0	-2	8	-2	105	90
O=C(COC(=O)[C@H](Cc1c[nH]c2ccccc12)NC(=O)c1ccc(Cl)cc1)Nc1ccc2c(c1)OCO2	-1.3	-1	3	-9	-3	2	5	108	97
COc1ccc(C(=O)Nc2ccc(O)cc2C(=O)O)cc1	-0.5	1	-2	-1	-21	25	-1	79	80

Whole records from above.
COC(=O)c1ccccc1NC(=O)c1ccc(NC(=O)C2CCCO2)cc1 (stereo unspecified) is listed as OXTR agonist: 1.0; NALP1 inh: 22; M18AAP inhibitor: 9; DNA FID counter: -34; MEKK2mut PB1 HTS: 0; PHOSPHO1 block: 41; GPR7 antagonist: 20; MEKK2wt PB1 HTS: 104; MEKK3 PB1 HTS: 104
O=C(NCc1ccncc1)/C(=C\c1ccc(F)cc1)NC(=O)c1ccccc1 is listed as OXTR agonist: 0.3; NALP1 inh: 28; M18AAP inhibitor: -2; DNA FID counter: -1; MEKK2mut PB1 HTS: -2; PHOSPHO1 block: 5; GPR7 antagonist: 9; MEKK2wt PB1 HTS: 94; MEKK3 PB1 HTS: 93
